TcdB GH inh: inhibitors of Clostridioides difficile toxin B glycohydrolase; P18177; TcdB glycohydrolase enzymatic assay, plate reader; 350,000 tested, 0.24% active; inhibition, % at 9.99 µM; in the data active = inhibition above about 10%
Target sequence (P18177 whole entry, looked up): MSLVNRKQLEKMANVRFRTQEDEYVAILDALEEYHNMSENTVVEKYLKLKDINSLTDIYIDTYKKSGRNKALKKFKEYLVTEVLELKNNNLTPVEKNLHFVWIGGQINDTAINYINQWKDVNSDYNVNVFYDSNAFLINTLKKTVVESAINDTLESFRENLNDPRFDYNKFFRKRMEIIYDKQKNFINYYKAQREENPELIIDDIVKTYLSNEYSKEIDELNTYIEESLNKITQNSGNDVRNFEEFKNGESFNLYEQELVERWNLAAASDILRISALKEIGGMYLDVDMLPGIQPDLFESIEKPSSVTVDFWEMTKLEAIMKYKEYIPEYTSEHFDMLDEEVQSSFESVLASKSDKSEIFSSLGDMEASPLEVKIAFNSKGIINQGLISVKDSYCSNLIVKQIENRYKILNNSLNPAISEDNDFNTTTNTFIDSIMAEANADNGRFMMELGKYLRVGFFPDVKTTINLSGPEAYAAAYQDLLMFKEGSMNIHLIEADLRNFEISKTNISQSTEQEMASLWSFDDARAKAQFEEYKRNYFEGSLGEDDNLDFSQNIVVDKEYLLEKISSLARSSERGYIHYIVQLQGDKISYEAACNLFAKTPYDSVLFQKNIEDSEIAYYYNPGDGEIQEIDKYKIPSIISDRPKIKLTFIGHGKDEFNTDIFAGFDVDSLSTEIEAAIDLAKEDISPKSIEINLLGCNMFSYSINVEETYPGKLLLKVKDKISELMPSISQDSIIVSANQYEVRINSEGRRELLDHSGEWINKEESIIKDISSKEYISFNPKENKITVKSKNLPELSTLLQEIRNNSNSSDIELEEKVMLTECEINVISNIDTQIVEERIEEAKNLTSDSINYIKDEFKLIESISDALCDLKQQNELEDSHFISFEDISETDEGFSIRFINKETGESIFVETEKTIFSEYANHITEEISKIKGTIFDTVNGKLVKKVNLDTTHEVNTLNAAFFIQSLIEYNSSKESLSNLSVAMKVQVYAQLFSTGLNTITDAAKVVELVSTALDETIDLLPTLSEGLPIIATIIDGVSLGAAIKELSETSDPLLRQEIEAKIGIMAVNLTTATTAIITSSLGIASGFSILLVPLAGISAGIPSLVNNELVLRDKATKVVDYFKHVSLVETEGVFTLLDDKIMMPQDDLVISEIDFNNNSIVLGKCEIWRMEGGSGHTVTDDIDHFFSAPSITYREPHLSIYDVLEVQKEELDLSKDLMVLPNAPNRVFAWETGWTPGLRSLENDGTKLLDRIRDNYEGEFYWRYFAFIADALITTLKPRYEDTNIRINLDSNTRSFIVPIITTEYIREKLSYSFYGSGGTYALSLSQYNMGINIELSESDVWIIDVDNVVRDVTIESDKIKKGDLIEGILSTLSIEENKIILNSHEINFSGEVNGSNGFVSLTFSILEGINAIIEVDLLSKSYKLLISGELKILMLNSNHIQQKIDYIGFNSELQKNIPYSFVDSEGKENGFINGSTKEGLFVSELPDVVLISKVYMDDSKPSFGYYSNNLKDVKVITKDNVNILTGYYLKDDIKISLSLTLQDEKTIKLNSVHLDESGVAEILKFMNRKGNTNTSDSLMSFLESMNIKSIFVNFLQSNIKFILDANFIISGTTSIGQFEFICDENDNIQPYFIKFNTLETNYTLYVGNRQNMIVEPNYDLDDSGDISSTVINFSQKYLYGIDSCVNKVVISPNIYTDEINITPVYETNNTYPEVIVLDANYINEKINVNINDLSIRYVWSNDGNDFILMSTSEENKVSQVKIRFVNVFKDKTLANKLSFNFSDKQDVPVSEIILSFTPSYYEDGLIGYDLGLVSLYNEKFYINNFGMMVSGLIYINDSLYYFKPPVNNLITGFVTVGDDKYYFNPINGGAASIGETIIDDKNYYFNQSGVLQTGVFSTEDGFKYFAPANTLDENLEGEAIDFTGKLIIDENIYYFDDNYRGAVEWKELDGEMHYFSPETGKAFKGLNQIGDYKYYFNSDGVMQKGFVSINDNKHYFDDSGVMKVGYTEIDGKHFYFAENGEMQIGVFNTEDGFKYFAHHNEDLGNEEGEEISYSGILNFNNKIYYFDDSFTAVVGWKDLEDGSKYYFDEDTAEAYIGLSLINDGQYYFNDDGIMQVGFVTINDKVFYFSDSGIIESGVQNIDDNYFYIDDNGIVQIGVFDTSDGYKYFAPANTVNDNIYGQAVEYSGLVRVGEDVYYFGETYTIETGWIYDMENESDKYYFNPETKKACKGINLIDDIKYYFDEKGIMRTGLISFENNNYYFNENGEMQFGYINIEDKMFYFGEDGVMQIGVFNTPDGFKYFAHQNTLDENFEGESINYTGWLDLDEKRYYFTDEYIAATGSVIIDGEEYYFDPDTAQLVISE
* hit, by the source's call.

Start of the data: the first five records as a preview:
SMILES | TcdB GH inh
C[C@@H]1CN([C@@H](C)CO)S(=O)(=O)c2ccc(C#C[C@@H](C)O)cc2O[C@H]1CN(C)Cc1ccncc1 | 0.9
C[C@H]1CCCCO[C@@H](CN(C)C(=O)Nc2ccc(C(F)(F)F)cc2)[C@@H](C)CN([C@@H](C)CO)C(=O)c2cc(NC(=O)Nc3cccc4ccccc34)ccc2O1 | 1.3
CCNC(=O)C[C@@H]1CC[C@@H]2[C@H](COC[C@H](O)CN2C(=O)c2ccccn2)O1 | -0.4
C[C@H]1CN([C@@H](C)CO)C(=O)c2cc(/C=C/c3ccccc3)cnc2O[C@@H]1CN(C)C(=O)Cc1ccccn1 | -0.9
COC(=O)C[C@H]1CC[C@H]2[C@@H](COC[C@H](O)CN2S(=O)(=O)c2ccccc2C)O1 | -1.8

This part in full, from the first entry:
SMILES | TcdB GH inh
C[C@@H]1CN([C@@H](C)CO)S(=O)(=O)c2ccc(C#C[C@@H](C)O)cc2O[C@H]1CN(C)Cc1ccncc1 | 0.9
C[C@H]1CCCCO[C@@H](CN(C)C(=O)Nc2ccc(C(F)(F)F)cc2)[C@@H](C)CN([C@@H](C)CO)C(=O)c2cc(NC(=O)Nc3cccc4ccccc34)ccc2O1 | 1.3
CCNC(=O)C[C@@H]1CC[C@@H]2[C@H](COC[C@H](O)CN2C(=O)c2ccccn2)O1 | -0.4
C[C@H]1CN([C@@H](C)CO)C(=O)c2cc(/C=C/c3ccccc3)cnc2O[C@@H]1CN(C)C(=O)Cc1ccccn1 | -0.9
COC(=O)C[C@H]1CC[C@H]2[C@@H](COC[C@H](O)CN2S(=O)(=O)c2ccccc2C)O1 | -1.8
COc1ccc(NC(=O)N(C)C[C@@H]2Oc3ncc(-c4ccc(C#N)cc4)cc3C(=O)N([C@@H](C)CO)C[C@@H]2C)cc1 | -0.7
COc1cccc(NC(=O)N[C@@H]2C=C[C@@H](CC(=O)Nc3ccccc3)O[C@H]2CO)c1 | -0.8
CC(C)(C)[S@@](=O)N1Cc2cc(C(=O)NCc3ccccc3F)nc(-c3cccc(-c4cncnc4)c3)c2[C@H]1CCO | -0.1
COc1cccc(C#Cc2ccc([C@@H]3[C@H](CO)N4C(=O)CN(C(=O)Cc5ccccc5)C[C@@H]34)cc2)c1 | -0.2
C[C@@H]1CN([C@H](C)CO)C(=O)Cc2cc(NC(=O)NC3CCCCC3)ccc2O[C@H]1CN(C)Cc1ccc(C(F)(F)F)cc1 | 1.2
Cc1noc(C)c1NC(=O)N(C)C[C@H]1Oc2ncc(C#CC3CC3)cc2C(=O)N([C@@H](C)CO)C[C@@H]1C | 0.9
O=C(NCC[C@H]1CC[C@@H](NC(=O)C2CCCCC2)[C@@H](CO)O1)Nc1ccc(Cl)cc1 | 0.0
Cc1ccc(-c2ccc([C@H]3[C@@H](CO)N4C(=O)CN(C(=O)c5cccnc5)C[C@@H]34)cc2)cc1 | -0.1
C[C@@H]1CN([C@@H](C)CO)C(=O)c2cc(NC(=O)Nc3ccccc3)ccc2O[C@@H](C)CCCCO[C@@H]1CN(C)S(=O)(=O)c1cccs1 | 0.1
C[C@@H]1CCCCO[C@H](CN(C)S(=O)(=O)c2ccc(Cl)cc2)[C@H](C)CN([C@@H](C)CO)C(=O)c2cc(NC(=O)CCCN(C)C)ccc2O1 | 0.4
C[C@H]1CCCCO[C@@H](CN(C)Cc2ccccc2)[C@@H](C)CN([C@@H](C)CO)C(=O)c2cc(NS(C)(=O)=O)ccc2O1 | -3.2
Cc1noc(C)c1NC(=O)Nc1ccc2c(c1)C(=O)N([C@@H](C)CO)C[C@H](C)[C@@H](CN(C)C(=O)Nc1c(C)noc1C)OCCCC[C@H](C)O2 | -0.5
CCC(=O)N(C)C[C@@H]1Oc2cc(C#CCC3CCCC3)ccc2S(=O)(=O)N([C@@H](C)CO)C[C@@H]1C | 1.4
O=C(Cc1ccccn1)N1CCCCN2[C@H](C1)[C@@H](c1ccc(C#Cc3ccccc3)cc1)[C@@H]2CO | 0.3
C[C@@H]1CN([C@@H](C)CO)C(=O)c2cc(NS(=O)(=O)c3cn(C)cn3)ccc2O[C@@H](C)CCCCO[C@@H]1CN(C)S(=O)(=O)c1ccc(Cl)cc1 | 0.2

Some of the entries so far, as labelled records.
COc1cccc(NC(=O)N[C@@H]2C=C[C@@H](CC(=O)Nc3ccccc3)O[C@H]2CO)c1
  TcdB GH inh: -0.8
COc1ccc(NC(=O)N(C)C[C@@H]2Oc3ncc(-c4ccc(C#N)cc4)cc3C(=O)N([C@@H](C)CO)C[C@@H]2C)cc1
  TcdB GH inh: -0.7
C[C@@H]1CCCCO[C@H](CN(C)S(=O)(=O)c2ccc(Cl)cc2)[C@H](C)CN([C@@H](C)CO)C(=O)c2cc(NC(=O)CCCN(C)C)ccc2O1
  TcdB GH inh: 0.4

Other structures follow.
SMILES | TcdB GH inh
COc1ccc(-c2ccccc2[C@@H]2[C@@H](C#N)N(C(=O)C3CCCCC3)[C@H]2CO)cc1 | -0.7
O=S(=O)(N[C@@H]1CC[C@H](CCn2cc(C3(O)CCCC3)nn2)O[C@@H]1CO)c1ccc(Cl)cc1 | 0.1
CC(C)CC#Cc1cnc2c(c1)C(=O)N([C@H](C)CO)C[C@@H](C)[C@@H](CN(C)Cc1ccccc1C(=O)O)O2 | 1.8
COc1cccc(S(=O)(=O)Nc2ccc3c(c2)C(=O)N(C)C[C@H](OC)[C@@H](C)CN(C(=O)Cc2cccnc2)[C@@H](C)CO3)c1 | -0.7
C[C@H]1CN([C@@H](C)CO)C(=O)c2ccccc2-c2ccccc2CO[C@H]1CN(C)C(=O)[C@@H](Cc1ccccc1)N(C)C | 2.2
C[C@H](CO)N1C[C@H](C)[C@H](CN(C)Cc2ccc(-c3ccccc3)cc2)Oc2ncc(C#C[C@@H](C)O)cc2C1=O | -1.3
CCC(=O)N(C)C[C@@H]1Oc2ncc(-c3ccccc3C)cc2C(=O)N([C@H](C)CO)C[C@H]1C | 0.6
CCC(=O)NC[C@@H]1[C@@H](c2ccc(C3=CCCC3)cc2)[C@@H](CO)N1C(=O)CC | 0.2
C[C@@H]1CCCCO[C@H](CN(C)C(=O)NC2CCCCC2)[C@@H](C)CN([C@@H](C)CO)C(=O)c2cc(NC(=O)NC3CCCCC3)ccc2O1 | 0.5
COc1ccc(S(=O)(=O)Nc2ccc3c(c2)C(=O)N([C@@H](C)CO)C[C@@H](C)[C@H](CN(C)C(=O)NC2CCCCC2)OCCCC[C@H](C)O3)cc1 | -0.3
NC(=O)NCC#Cc1ccc2c(c1)[C@]1(C(=O)N2)[C@H](C(=O)O)[C@H]2C(=O)O[C@H](c3ccccc3)[C@H](c3ccccc3)N2[C@@H]1c1ccc(O)cc1 | -1.1
COc1ccccc1NC(=O)N1C[C@H]2[C@@H](c3ccccc31)[C@H](CO)N2C(C)=O | -2.3
CC(=O)N1CC2(C1)[C@H](c1ccc(-c3cccc(F)c3)cc1)[C@H](CO)N2CC1CC1 | 0.4
C[C@H]1CN([C@@H](C)CO)C(=O)c2cc(C#CC3CCCC3)cnc2O[C@@H]1CN(C)C(=O)C1CCCCC1 | 1.3
C[C@H](CO)N1C[C@H](C)[C@@H](CN(C)Cc2ccccc2)OCc2ccccc2-c2ccccc2C1=O | -0.1
CCC(=O)N(C)C[C@H]1Oc2cc(C#CCC3CCCC3)ccc2S(=O)(=O)N([C@@H](C)CO)C[C@H]1C | -0.6
C[C@H](CO)N1C[C@H](C)[C@H](CN(C)Cc2ccncc2)OCCCC[C@H](C)Oc2ccc(NS(=O)(=O)c3ccccc3)cc2C1=O | -2.5
CO[C@@H]1CC[C@@H]2CCN(C)C(=O)C[C@@H](c3ccccc3)CN(C)C(=O)c3cccc(C#N)c3OC[C@@H]1O2 | 0.0
CO[C@@H](CN(C)Cc1cc(F)ccc1F)[C@H](C)CN([C@H](C)CO)S(=O)(=O)c1ccc(C)cc1 | 0.3
CCCNC(=O)C[C@H]1C[C@@H]2c3cc(NC(=O)C4CCC4)ccc3O[C@@H]2[C@@H](CO)O1 | -0.6

An excerpt from above in order of molecular weight, rising:
SMILES | TcdB GH inh
CC(=O)N1CC2(C1)[C@H](c1ccc(-c3cccc(F)c3)cc1)[C@H](CO)N2CC1CC1 | 0.4
CCCNC(=O)C[C@H]1C[C@@H]2c3cc(NC(=O)C4CCC4)ccc3O[C@@H]2[C@@H](CO)O1 | -0.6
O=S(=O)(N[C@@H]1CC[C@H](CCn2cc(C3(O)CCCC3)nn2)O[C@@H]1CO)c1ccc(Cl)cc1 | 0.1

Continuation.
SMILES | TcdB GH inh
C[C@H]1CN([C@@H](C)CO)C(=O)c2cc(NS(=O)(=O)c3ccc(F)cc3)ccc2O[C@H]1CN(C)Cc1ccc(C(=O)Nc2ccccc2N)cc1 | 0.0
CCCN1C[C@@H](C)[C@H](OC)CN(C)C(=O)c2cc(NC(=O)C3CC3)ccc2OC[C@H]1C | 1.2
CCC(=O)Nc1ccc2c(c1)OC[C@@H](C)N(CC1CCOCC1)C[C@@H](C)[C@H](OC)CN(C)C2=O | 0.4
CCS(=O)(=O)N1CC2(C1)[C@H](c1ccccc1)[C@@H](CO)N2C(=O)c1ccccc1 | 0.5
C[C@@H]1CN([C@@H](C)CO)S(=O)(=O)c2ccc(C#CC(C)(C)O)cc2O[C@H]1CN(C)C(=O)CC1CC1 | -0.9
C[C@@H]1CCCCO[C@@H](CN(C)Cc2ccc(C(F)(F)F)cc2)[C@@H](C)CN([C@H](C)CO)C(=O)c2cc(NC(=O)Nc3ccc(F)cc3)ccc2O1 | 1.9
COCC#Cc1ccc2c(c1)O[C@@H](CN(C)S(=O)(=O)c1ccc(OC)cc1)[C@@H](C)CN([C@H](C)CO)S2(=O)=O | -0.6
CCCNC(=O)N(C)C[C@@H]1Oc2cc(-c3cncnc3)ccc2S(=O)(=O)N([C@H](C)CO)C[C@@H]1C | -1.3
CCC(=O)N[C@@H]1C=C[C@@H](CC(=O)NCC2CCCCC2)O[C@@H]1CO | 1.2
COCC#Cc1ccc2c(c1)O[C@H](CN(C)Cc1ccncc1)[C@@H](C)CN([C@H](C)CO)S2(=O)=O | 0.4
CCCNC(=O)N1CC2(C1)[C@H](c1ccccc1)[C@H](CO)N2Cc1ccccn1 | -0.1
C[C@@H]1CN([C@@H](C)CO)C(=O)Cc2cc(NC(=O)Nc3ccccc3)ccc2O[C@@H]1CN(C)Cc1ccc2c(c1)OCO2 | 0.3
COC(=O)c1ccc(CN2CC(=O)N3[C@H](C2)[C@@H](c2ccc(Br)cc2)[C@@H]3CO)cc1 | 0.0
C[C@H](NC(=O)C[C@@H]1C[C@H]2c3cc(NC(=O)Nc4ccc(C(F)(F)F)cc4)ccc3O[C@H]2[C@@H](CO)O1)c1ccccc1 | 0.9
C[C@H]1CN([C@@H](C)CO)C(=O)c2cc(NC(=O)Nc3ccc(C(F)(F)F)cc3)ccc2O[C@@H]1CN(C)C(=O)Nc1ccccc1 | 0.3
CNC[C@@H]1Oc2c(NC(=O)Nc3ccc(C(F)(F)F)cc3)cccc2C(=O)N([C@@H](C)CO)C[C@H]1C | 4.0
Cc1noc(C)c1S(=O)(=O)Nc1ccc2c(c1)C(=O)N([C@H](C)CO)C[C@H](C)[C@@H](CN(C)Cc1ccccc1)OCCCC[C@@H](C)O2 | -0.1
C[C@H](CO)N1C[C@H](C)[C@@H](CN(C)C)OCCCC[C@H](C)Oc2ccc(NC(=O)Nc3ccc4c(c3)OCO4)cc2C1=O | 0.2
COc1ccc(CN(C)C[C@@H]2Oc3c(NC(=O)NC4CCCCC4)cccc3C(=O)N([C@H](C)CO)C[C@@H]2C)cc1 | -1.2
COc1ccc(-c2ccc([C@@H]3[C@@H](CO)N4C(=O)CN(Cc5ccccc5)C[C@H]34)cc2)cc1 | -0.5
CC(C)CC#Cc1cnc2c(c1)C(=O)N([C@@H](C)CO)C[C@@H](C)[C@@H](CN(C)C(=O)CCN1CCCCC1)O2 | 0.4
CC(C)C#Cc1cnc2c(c1)C(=O)N([C@H](C)CO)C[C@@H](C)[C@@H](CN(C)C(=O)Nc1ccccc1)O2 | 2.2
COCC(=O)N(C)C[C@@H]1Oc2cc(-c3ccccc3F)ccc2S(=O)(=O)N([C@H](C)CO)C[C@@H]1C | -0.1
CO[C@@H]1CN(C)C(=O)c2cc(NC(=O)c3ccc4c(c3)OCO4)ccc2OC[C@H](C)NC[C@@H]1C | -0.4
C[C@@H]1CN([C@@H](C)CO)C(=O)c2cccc(NC(=O)C3CCCCC3)c2O[C@@H]1CN(C)C(=O)Nc1cccc2ccccc12 | 0.8
CO[C@@H]1CN(C)C(=O)c2cc(NC(C)=O)ccc2OC[C@@H](C)N(C(=O)CN2CCOCC2)C[C@H]1C | 1.3
C[C@H](CO)N1C[C@H](C)[C@H](CN(C)C(=O)Nc2ccc(F)cc2)Oc2cc(-c3ccncc3)ccc2S1(=O)=O | 1.8
COc1ccc(NC(=O)Nc2ccc3c(c2)C(=O)N([C@H](C)CO)C[C@@H](C)[C@@H](CN(C)S(=O)(=O)c2ccc(F)cc2)OCCCC[C@H](C)O3)cc1 | 0.9
N#C[C@H]1N[C@@H](CO)[C@@H]1c1ccc(C#CC2CCCC2)cc1 | -0.7
C[C@@H]1CN([C@@H](C)CO)C(=O)Cc2cc(NS(=O)(=O)c3ccc(F)cc3)ccc2O[C@@H]1CN(C)S(=O)(=O)c1ccccc1 | -1.0
O=C(NC1CCCC1)N1CCCCN2[C@H](CO)[C@@H](c3ccc(/C=C/c4ccccc4)cc3)[C@@H]2C1 | 0.2
COc1ccc(NC(=O)N(C)C[C@H]2Oc3ccc(NS(=O)(=O)c4ccc(OC)cc4)cc3CC(=O)N([C@H](C)CO)C[C@@H]2C)cc1 | 1.8
O=C(NC[C@H]1[C@H](c2ccccc2)[C@@H](CO)N1CC1CC1)c1cccnc1 | -0.4
COc1ccc(-c2ccc([C@H]3[C@@H](C#N)N(C(=O)c4cccnc4)[C@@H]3CO)cc2)cc1 | -0.1
C[C@@H]1CN([C@@H](C)CO)C(=O)c2cc(NC(=O)NC3CCCCC3)ccc2O[C@@H](C)CCCCO[C@H]1CN(C)C(=O)c1ccccc1 | -0.2
COc1ccc2c3c([nH]c2c1)[C@H](CO)N(C(=O)c1cccnc1)CC31CCN(Cc2cccnc2)CC1 | 0.0
Cc1noc(C)c1S(=O)(=O)Nc1ccc2c(c1)C(=O)N([C@H](C)CO)C[C@@H](C)[C@@H](CN(C)C(=O)Nc1ccc(F)cc1)OCCCC[C@@H](C)O2 | 0.3
C[C@@H]1CN([C@@H](C)CO)C(=O)c2cc(NS(=O)(=O)c3cn(C)cn3)ccc2O[C@@H](C)CCCCO[C@@H]1CN(C)S(=O)(=O)c1cccs1 | -0.2

Bioassay records (PubChem)

Not all compounds are listed (hit frequency here may not be typical).
